PI5P4K alpha inh: PI5P4K alpha (human) kinase inhibition; max response, %; PI5P4Kalpha enzyme, ADP-Glo luminescence, 60 min; active compounds read low; 330,000 compounds, 1.2% hits; P48426; active means max response of -50% or lower; inconclusive means between -30% and -50%; inactive means -30% or higher; further: value at the top dose of about 77 µM; on the % scale 0 is the no-effect control and ±100 the full control effect
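Human PI5P4Kalpha with substrate in 0.038 M HEPES pH 7.4, 0.28 mM EGTA, 0.1% CHAPS, 5% DMSO; reaction started with 5 microM ATP (final), 60 min at room temperature. ADP formed read by ADP-Glo luminescence.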
EPAC1 agonist: agonists of human EPAC1; Potency, µM (highest dose often 154 µM), for the others: top-dose activation, actives largely listed as activators; AID 720707; 360,000 compounds, 0.073% hits; EPAC1 agonist qHTS, biochemical assay; response scale: 100% = response to 6.5 mM cAMP; further: potency means the concentration at half of the fitted maximal effect; nearly all actives have a fitted effect of over 60% in size
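Nucleotide exchange assay: 100 nM EPAC1 with 250 nM Rap1B loaded with BODIPY-GDP and 50 uM GDP, room temperature. Fluorescence (480/540 nm) read every 5 min for 30 min; signal change normalized to 6.5 mM cAMP as full agonist.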
Mm-Cpn inhibitor: blocks the Methanococcus maripaludis chaperonin Mm-Cpn; purified Mm-Cpn ATPase, ADP Transcreener TR-FRET; AID 504842; Potency, µM (top dose mostly 76.9 µM), without a hit: at the top dose activity, negative = inhibition, most hits filed as inhibitors; 330,000 compounds, 0.031% hits; further: potency means the concentration at half of the fitted maximal effect; on the % scale 0 is the no-effect control and ±100 the full control effect; nearly all actives have a fitted effect of over 80% in size
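TR-FRET (320 nm excitation; 590 and 665 nm emission) reports ADP made from 10 uM ATP by 25 nM enzyme; compounds were preincubated 10 min, reaction run 30 min, both at 37°C.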
EPAC2 antagonist: blocks human EPAC2 exchange factor; Q8WZA2; EPAC2 GEF exchange of Rap1B-BODIPY-GDP, fluorescence; Potency, µM (titrated, usually from 114 µM), for inactives: at the top dose activity, negative = inhibition, actives largely listed as inhibitors; 360,000 compounds, 0.18% hits; AID 720708; further: potency means the concentration at half of the fitted maximal effect; on the % scale 0 is the no-effect control and ±100 the full control effect; nearly all actives have a fitted effect of over 45% in size; many of its hits are not listed in these tables
Target sequence (Q8WZA2 whole entry, looked up): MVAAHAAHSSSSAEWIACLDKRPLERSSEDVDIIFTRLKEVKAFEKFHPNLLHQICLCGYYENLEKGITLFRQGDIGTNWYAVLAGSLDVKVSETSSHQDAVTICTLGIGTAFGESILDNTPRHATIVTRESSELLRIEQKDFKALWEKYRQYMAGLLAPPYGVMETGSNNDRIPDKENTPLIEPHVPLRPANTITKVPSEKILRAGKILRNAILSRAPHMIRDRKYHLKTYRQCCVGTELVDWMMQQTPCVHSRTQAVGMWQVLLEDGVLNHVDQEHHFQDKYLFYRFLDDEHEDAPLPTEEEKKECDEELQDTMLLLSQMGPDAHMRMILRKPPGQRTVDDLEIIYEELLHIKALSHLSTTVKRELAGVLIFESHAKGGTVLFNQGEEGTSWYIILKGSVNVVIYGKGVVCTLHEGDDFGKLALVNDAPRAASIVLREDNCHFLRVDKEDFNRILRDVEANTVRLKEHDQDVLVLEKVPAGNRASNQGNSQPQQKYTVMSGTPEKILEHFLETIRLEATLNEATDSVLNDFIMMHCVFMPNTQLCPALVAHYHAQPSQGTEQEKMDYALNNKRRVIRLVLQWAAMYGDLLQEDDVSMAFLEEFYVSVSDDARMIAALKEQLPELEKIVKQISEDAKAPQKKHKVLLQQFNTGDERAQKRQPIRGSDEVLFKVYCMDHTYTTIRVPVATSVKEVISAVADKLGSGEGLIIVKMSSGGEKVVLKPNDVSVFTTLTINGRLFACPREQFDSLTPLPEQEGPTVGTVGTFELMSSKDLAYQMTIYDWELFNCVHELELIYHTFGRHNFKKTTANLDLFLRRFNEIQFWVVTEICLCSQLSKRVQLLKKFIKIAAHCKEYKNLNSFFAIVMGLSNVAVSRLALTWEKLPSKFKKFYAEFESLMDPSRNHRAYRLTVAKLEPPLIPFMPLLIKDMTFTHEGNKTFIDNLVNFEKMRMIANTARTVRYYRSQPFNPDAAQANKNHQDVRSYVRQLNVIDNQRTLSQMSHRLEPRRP
CCT chaperon mod: cytosolic chaperonin activity modulation; purified chaperonin ATPase assay, HTRF ADP detection, 30 min; activity change, % (test concentration not listed), hits read low; 360,000 compounds, 0.3% hits; in the data active means activity change below about -30%; further: on the % scale 0 is the no-effect control and ±100 the full control effect
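Enzyme 40 or 20 nM (batch-dependent) in Tris pH 7.4/KCl/MgCl2/DTT; cpd 76 uM single point; ATP 10 uM; 30 min 37 °C; Transcreener ADP HTRF detection, 30 min RT; ratio 665/615.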
WRN inhibitor: inhibitors of human WRN helicase. AID 651768. 360,000 compounds, 0.46% hits. WRN helicase unwinding, fluorescent forked duplex, kinetic. Potency, µM (top dose mostly 114 µM), for the others: at the highest dose activity change, negative = inhibition, hits mostly inhibitors. Q14191; further: potency means the concentration at half of the fitted maximal effect; on the % scale 0 is the no-effect control and ±100 the full control effect; nearly all actives have a fitted effect of over 55% in size
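WRN at 20 nM final preincubated with compound 15 min at room temperature; reaction started with 100 nM fluorophore/quencher forked duplex oligonucleotide and 2 mM ATP final. Unwinding followed kinetically by red fluorescence (ex 525, em 598 nm).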
EPAC1 antag: EPAC1 (human) antagonism; O95398; EPAC1 GEF assay, Rap1b-BODIPY-GDP exchange fluorescence; Potency, µM (highest dose often 115 µM), for inactives: at the top dose activity change, negative = inhibition, actives largely listed as inhibitors; 360,000 compounds, 0.14% hits;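 further: potency means the concentration at half of the fitted maximal effect; plate controls were vehicle for no effect and positive control for full effect; nearly all actives have a fitted effect of over 50% in size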
PLK1 PBD inh: PLK1 (human) polo-box domain binding inhibition | P53350 | Plk1 PBD binding of FITC phosphopeptide, fluorescence polarization | Potency, µM, for inactives: max response, negative = inhibition, actives largely listed as inhibitors | 360,000 compounds, 2.8% hits | AID 720504; further: potency means the concentration at half of the fitted maximal effect; series mostly up to about 57 µM; on the % scale 0 is the no-effect control and ±100 the full control effect; nearly all actives have a fitted effect of over 65% in size
* = called active by the depositor; u = inconclusive; x = no result given; [ ] = remark or other dose. Unless noted, the call rests on the fitted dose curve; in most records, active means well fitted curve in the direction sought with a large enough effect; inconclusive means small, poorly fitted or top-dose-only effect, or another doubt; inactive means no such curve, though single readings can be large; an effect the other way counts as inactive or inconclusive. This is a subset; count on the stated rates, not on these rows.

SMILES	PI5P4K alpha inh	EPAC1 agonist	Mm-Cpn inhibitor	EPAC2 antagonist	CCT chaperon mod	WRN inhibitor	EPAC1 antag	PLK1 PBD inh
CCCCCCCCOC(=O)C(NC(=O)CCC(=O)Nc1ccc(S(N)(=O)=O)cc1)C(O)c1ccccc1 (stereo not given)	3	-7%	1%	0%[57.1 µM]	2.4	0%	9%	1%
N#Cc1ccsc1NC(=O)C1CCN(S(=O)(=O)c2cccs2)CC1	-1	5%	-3%	-2%	-0.6	4%	3%	-5%
O=C(Cc1cccc2ccccc12)Nc1ccc(OC(F)F)c(Cl)c1	-3	-2%	0%	-5%	-2.6	-6%	-13%	-2%
CC(C)Cn1cc(-c2cccc3nccn23)cn1	-1	1%	x	-5%	-0.2	3%	-4%	-11%
CCOC(=O)c1ccc(NC(=O)CN2C(=O)CSCC2=O)cc1	-5	7%	0%	2%	-3.1	-9%	-3%	-12%
O=[N+]([O-])c1ccc2nc(C3CCCCC3)[nH]c2c1	-1	-9%	1%	2%	-1.0	-3%	-8%	7%
N=c1c(C(=O)NC2CCCCC2)cc2c(=O)n3ccccc3nc2n1Cc1ccccc1	3	4%	3%	3%	0.2	0%	14%	-12%
CCOC(=O)C1CCN(C(=O)COC(=O)CSc2ccc([N+](=O)[O-])cc2)CC1	-21	10%	2%	-14%	-3.0	-25%	12%	u
Cc1ccc(-c2nc3ccccc3c(=O)o2)cc1	3	-3%	-2%	3%	-0.5	0%	-8%	2%
O=C(CN1CCOCC1)Nc1ccccc1NC(=O)C1CCN(c2ncccn2)CC1	x	3%	-12%	1%	0.9	2%	5%	0%
Cc1c(C(=O)NC2CCN(Cc3ccccc3)C2)oc2ccc(Br)cc12 (stereo not given)	6	6%	-1%	-1%	1.0	-15%	-17%	5%
CC(C)c1ccc(NC(=O)COC(=O)Cn2cnc3c2c(=O)n(C)c(=O)n3C)cc1	-13	-8%	x	1%	-0.9	5%	2%	0%
CNC(=O)CSc1nc2ccccc2c(=O)n1C1CCCCC1	2	-4%	-1%	2%	-5.5	3%	-15%	-6%
CCCCCCCCN1C(=O)[C@H](CC(=O)N2CCCCC2)C[C@@]2(C(=O)OC)CC(C)(C)CC=C12	-2	-7%	x	-25%	x	-1%	-4%	-3%
CN(C1CCCCC1)S(=O)(=O)c1cccc(C(=O)OCC(=O)NC2CCCc3ccccc32)c1 (stereo not given)	2	8%	-3%	3%	-3.2	-15%[57.1 µM]	19%	7%
COCCNC(=O)c1onc(CS(=O)(=O)c2cc(C)cc(C)c2)c1C(=O)NCCOC	-2	5%	-1%	16%	0.7	8%	7%	-2%
COc1cc(OC)c2c(-c3ccccc3)cc(=O)oc2c1C(CCN1CCCC(C)C1)c1ccc(N(C)C)cc1 (stereo not given)	-8	-6%	0%	-7%	0.6	13%	-16%	3%
CCOC(=O)C1CCCCN1C(=O)CCn1nnnc1CN1CCOCC1 (stereo not given)	4	16%	2%	3%	0.6	0%[57.1 µM]	11%	-4%
CCN(CC)c1ccc(-c2nn3c(-c4cccnc4)nnc3s2)cc1	-8	2%	0%	-8%	0.0	-17%	2%	-7%
N#CC1C(=O)NC(N2CCN(c3ccccc3)CC2)=NC12CCCCC2 (stereo not given)	x	5%	-3%	4%	-3.6	5%	12%	-3%

One compound at a time (already shown).
`O=C(Cc1cccc2ccccc12)Nc1ccc(OC(F)F)c(Cl)c1` in the list: PI5P4K alpha inh = -3; EPAC1 agonist = -2%; Mm-Cpn inhibitor = 0%; EPAC2 antagonist = -5%; CCT chaperon mod = -2.6; WRN inhibitor = -6%; EPAC1 antag = -13%; PLK1 PBD inh = -2%
`CC(C)c1ccc(NC(=O)COC(=O)Cn2cnc3c2c(=O)n(C)c(=O)n3C)cc1` in the list: PI5P4K alpha inh = -13; EPAC1 agonist = -8%; Mm-Cpn inhibitor = x; EPAC2 antagonist = 1%; CCT chaperon mod = -0.9; WRN inhibitor = 5%; EPAC1 antag = 2%; PLK1 PBD inh = 0%

The list continues:
SMILES	PI5P4K alpha inh	EPAC1 agonist	Mm-Cpn inhibitor	EPAC2 antagonist	CCT chaperon mod	WRN inhibitor	EPAC1 antag	PLK1 PBD inh
O=C(OCc1ccc(-c2ccccc2)cc1)c1cccc(O)c1	31	10%	0%	-2%	-1.2	-7%	-24%	2%
C=CCN(c1ccccc1OC)S(=O)(=O)c1cccc(C(=O)NCC(c2ccc(OC)cc2)N2CCCC2)c1 (stereo not given)	-3	14%	x	-1%	-0.5	1%	-18%	6%
O=C(O)c1cc(=O)c2ccccc2[nH]1	-16	-28%	0%	-17%	2.1	9%	14%	-1%
COc1ccc(N2CCN(c3ccc(NC(=O)NN)cc3)CC2)cc1	-5	2%	0%	-5%	0.9	-22%	6%	-4%
CCOc1ccc(N2C(=O)CC(N3CCc4ccccc43)C2=O)cc1 (stereo not given)	x	0%	-2%	-1%	-0.8	-1%	3%	-3%
CC(C)NC(=O)c1cc(C2CCCCN2S(=O)(=O)c2cccc3cccnc23)on1 (stereo not given)	6	-3%	x	2%	1.6	-7%	0%	-2%
COc1cscc1C(N)=O	0	4%	-2%	5%	0.0	3%	-17%	-4%
COc1ccc(-c2c(C)c3ccc(O)cc3oc2=O)cc1OC	-1	5%	-5%	-7%	-5.2	1%	-7%	3%
CCOc1ccc(C2CC(c3cccc(OC)c3)Nc3ncnn32)cc1 (stereo not given)	-1	9%	1%	22%	-2.2	-1%	-12%	-3%
CCC(C(=O)Nc1ccc(C(=O)Nc2ccccc2C(=O)O)cc1)c1ccccc1 (stereo not given)	-23	-3%	-1%	-11%	-3.1	-16%	u	-27%
CCN(CC)c1ccc2cc(-c3nnc(-c4ccncc4)o3)c(=O)oc2c1	x	25%	1%	101%[activator]	-1.4	-3%	24%	11%
Cc1ccc(-c2nc3c(c(=O)c4ccccc4n3C)c(=O)n2-c2ccc(F)cc2)cc1	-2	-4%	u	-7%	-1.1	-5%	15%	-5%
CC(=O)Nc1ccccc1C(=O)C(=O)Nc1ccccc1	-6	-18%	-5%[15.4 µM]	-3%	-5.0	-9%[57.1 µM]	-17%	-1%
O=C(NCC(c1ccco1)N1CCc2ccccc21)c1cccc([N+](=O)[O-])c1 (stereo not given)	0	6%	0%	-9%	-1.9	-3%	-25%	3%
O=C(N/N=C/c1c(F)cccc1Cl)c1ccc(Cn2cc(Br)cn2)o1	-14	-2%	1%	-3%	-6.0	1%	4%	-13%
N#CCC(=O)Nc1ccc(C(=O)OCC(=O)Nc2sc3c(c2C#N)CCCC3)cc1	-64*	24%	-5%	-27%	1.4	-27%	-24%	-4%
COc1nccnc1NS(=O)(=O)c1ccc(NC(=S)NC(=O)c2cccc(F)c2)cc1	-11	2%	2%	4%	-63*	-6%	-22%	-22%
O=C1CCCN1CN(C(=O)c1ccccc1)c1ccccc1	0	6%	0%	0%	-2.1	6%	-26%	-5%
COc1ccc(-c2cc3c(=O)n(CC(=O)NCCCN4CCC(Cc5ccccc5)CC4)ncn3n2)cc1	4	-8%	2%	16%	-1.1	15%	15%	1%
CCOc1ccc(S(=O)(=O)N2CCOCC2)cc1NC(=O)C1CSC2(C)CCC(=O)N12 (stereo not given)	-11	18%	-3%	4%	-3.7	-8%	3%	1%
CSc1nc2nc(C)c(C/C=C/c3ccccc3)c(=O)n2[nH]1	2	-4%	-2%	13%	-0.4	-18%	7%	-5%
COc1cc(-c2ccc3oc(-c4cccc(C)c4)c(C#CC4(O)CCCCC4)c3c2)cc(OC)c1OC	32	-3%	-4%	7%	-5.2	-3%	-2%	-6%
COc1cc(CNc2ncnc3c2ncn3[C@H]2CN(Cc3cccc4ccccc34)C[C@@H](CO)O2)cc(OC)c1OC	16	-9%	x	-3%	-0.9	-7%[57.1 µM]	-16%	10%
Cn1c(NC(=O)c2ccccc2F)cc(=O)n(C)c1=O	2	-6%	2%	-2%	0.2	3%	-17%	3%
Cc1cc(O)cc2c1C1CCC3(C)C(O)CCC3C1C=C2 (stereo not given)	-5	4%	x	-9%	1.8	-11%	-8%	-26%
O=C(COC(=O)c1ccco1)Nc1nnc(-c2ccccc2)o1	-22	2%	1%	3%	-0.1	-11%	-5%	-1%
Cc1ccc(C(C)C)cc1S(=O)(=O)NC1CC(C)(C)NC(C)(C)C1	-3	-3%	-1%	-1%	-0.1	-1%[57.1 µM]	-9%	6%
COc1ccc(OC)c(C2=NOC(C(=O)Nc3cc(C)on3)C2)c1 (stereo not given)	-9	-4%	-1%	20%	-0.6	7%	-3%	u
COc1ccc(NC(=O)N(C)C[C@H]2Oc3cc(Br)ccc3S(=O)(=O)N([C@H](C)CO)C[C@@H]2C)cc1	0	-1%	x	5%	-0.9	-3%	9%	-7%
CCOCCc1nnc(NC(=O)Cc2ccc(Br)cc2)s1	x	0%	1%	10%	0.6	-11%	10%	-7%
CC(=O)N1CCN(S(=O)(=O)c2cccc(C(=O)NC3CCCc4ccccc43)c2)CC1 (stereo not given)	3	-8%	0%	2%	-0.4	-1%	9%	-9%
Cc1ccc(C(=O)COC(=O)CCc2ccc(S(=O)(=O)N3CCCCC3)cc2)cc1	3	-1%	1%	15%	3.8	10%	7%	-4%
COc1ccc(N2CCN(C(c3ccccc3OC)c3nnnn3C3CCCC3)CC2)cc1 (stereo not given)	-4	17%	0%	-4%	-0.8	-3%	-15%	-8%
CCCCCCn1c(N2CCN(c3ccccc3)CC2)nc2c1c(=O)n(C)c(=O)n2C	x	2%	0%	-9%	-2.2	1%	0%	-3%
CCOc1ccc(S(=O)(=O)N2CCC(C(=O)NC3CC3)CC2)cc1Cl	7	8%	-1%	-3%	-1.2	1%	11%	0%
Cc1ccc(C2CC(c3ccc(Cl)cc3)=NNC2=O)cc1 (stereo not given)	-1	10%	0%	1%	0.3	-24%	u	-2%
Cc1ccc(-c2cn(-c3ccccc3)c(SCC(=O)NC3CCS(=O)(=O)C3)n2)cc1C (stereo not given)	-4	6%	-1%	2%	0.1	-3%	-6%	-7%
CS(=O)(=O)N1CCN(C(=O)c2ccccc2)C1	x	12%	0%	0%	-1.6	9%	-11%	-5%
O=C(NC1=NCCS1)c1sc2ccccc2c1Cl	6	0%	-13%	-5%	0.4	-4%	-11%	0%
CN1C(=O)CC2(CC(=O)N(Cc3ccccc3)C2)C1=O (stereo not given)	-2	5%	2%	0%	0.2	6%	6%	-3%
CN(C)c1ccc(NC(=O)Nc2ccc3c(c2)c(=O)n(C)n3Cc2ccccc2)cc1	-29	11%	x	9%	-1.6	-11%	-9%	-18%
Cc1cc[n+](-c2ccccc2)c2ccccc12	-5	-2%	7%	-1%	-3.5	-10%	17%	-16%

Compound activity: PubChem, National Center for Advancing Translational Sciences (NCATS)
